Xi reactivation = activators of X-chromosome reactivation in mouse fibroblasts; 360,000 tested, 0.055% active; XiGFP mouse fibroblasts, % GFP-positive cells imaging, 3 d; cells co-treated with 5-aza-dC sensitizer; scaled so ellipticine positive control = 100%; AID 743238; activation, % at 7.58 µM;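 active means mean normalized replicate activation at least 10% and every replicate at or above 10%; inconclusive means only one of the two criteria met; inactive means mean below 10% and not all replicates reach 10%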;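 further: 0% = median of on-plate neutral control wells and 100% = ellipticine 6 µM median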
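Material: XiGFP fibroblasts, SV40-immortalized. Buffer or medium: DMEM plus 5-aza-dC sensitizer. Compound: single concentration per compound, delivered by pin transfer. Times: 3 days compound exposure. Controls: ellipticine 6 µM.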
ARNT-TACC3 inh = ARNT/TACC3 interaction disruption; inhibition, % at 9.99 µM; 390,000 tested, 0.66% active; AID 623870; AlphaScreen His-ARNT PAS-B/GST-TACC3 binding, luminescence; TACC3 fragment carries E629A point mutation;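 active means mean inhibition of replicates at least 50% and at least half of replicates each reaching 50%; inconclusive means half or more replicates reach 50% but mean below 50%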;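 further: 0% = complete ARNT plus TACC3 wells and 100% = ARNT alone without TACC3; many hits fall short of the cut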
PAX8 inh HTS = PAX8 transcriptional activity inhibition; RMG-I TPO-luciferase reporter, SteadyGlo, 24 h; inhibition, % at 12.6 µM; 360,000 tested, 1.2% active; AID 652154;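 active means mean replicate inhibition at least 60% with every replicate also reaching 60%; inconclusive means only one of the two criteria is met; inactive means mean below 60% and not all replicates reaching 60%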;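 further: luciferase light reporting Pax8 driven TPO promoter activity; plate controls were median of neutral control wells for no effect and mitoxantrone controls for full effect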
DENV2 CPE = inhibitors of DENV2 cytopathic effect | 350,000 tested, 1.7% active | CPE inhibition, % at 9.99 µM | AID 651640 | DENV2-infected cells, cytopathic effect rescue, plate reader; in the data active means CPE inhibition above about 20%, passing the limit was not always enough; inconclusive means no clear call, values can overlap the other calls; tested in BHK-21 cells;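 further: 0% = median of neutral control wells and 100% = median of positive control wells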
INS-1E GSIS act = primary screen for activators of insulin secretion dependent on glucose, INS-1E cells, GLuc reporter luminescence. activation, % at 16.6 µM. INS-1E GLuc reporter insulin secretion, 2-3 h. 370,000 tested, 0.61% active;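 active means lowest replicate activation of at least 40%, so every replicate reaches that level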;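 further: 0% = median of neutral control wells and 100% = median of IBMX positive control wells; some compounds called inactive have numbers as strong as hits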
ERp5 inh = inhibitors of human ERp5; AID 651711; Q15084; 350,000 tested, 0.05% active; inhibition, % at 9.99 µM; ERp5 insulin aggregation, absorbance 650 nm, 90 min;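 active means mean replicate inhibition above about 25%, with every replicate also reaching it, limit read from the data, passing the limit was not always enough; inconclusive means only one of those two criteria met; inactive means neither criterion met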
Target sequence (Q15084 whole entry, looked up): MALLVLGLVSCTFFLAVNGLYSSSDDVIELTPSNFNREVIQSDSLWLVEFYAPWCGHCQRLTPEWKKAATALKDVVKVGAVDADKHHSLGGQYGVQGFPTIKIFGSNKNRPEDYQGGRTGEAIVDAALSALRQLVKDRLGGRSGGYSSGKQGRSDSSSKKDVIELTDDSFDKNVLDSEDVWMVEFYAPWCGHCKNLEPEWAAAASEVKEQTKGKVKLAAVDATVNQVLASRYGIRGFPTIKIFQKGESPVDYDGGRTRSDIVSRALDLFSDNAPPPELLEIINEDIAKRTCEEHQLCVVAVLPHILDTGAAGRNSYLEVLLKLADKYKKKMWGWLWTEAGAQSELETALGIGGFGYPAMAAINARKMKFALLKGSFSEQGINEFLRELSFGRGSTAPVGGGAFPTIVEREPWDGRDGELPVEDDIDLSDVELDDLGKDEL
EWS-Fli block = blocks EWS/Fli oncoprotein-driven transcription; A673 NR0B1-luciferase reporter, viability-normalised; inhibition, % at 12.6 µM; 350,000 tested, 0.67% active; AID 651661;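 active means mean inhibition of at least 50% after viability correction, with every replicate also passing that limit; inconclusive means mean reaches 50% but only one of two replicates passes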;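 further: firefly luciferase signal divided by Alamar Blue viability fluorescence both relative to DMSO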
CFTR F508del cor = CFTR F508del correction in bronchial cells. activity (quench increase), % at 7.58 µM. 350,000 tested, 0.36% active. CFBE cells, YFP halide quenching; stimulated with forskolin plus potentiator P3; % fluorescence drop versus neutral controls. AID 720511;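 active means mean added fluorescence quench of at least 8% versus neutral control, with both replicates also reaching 8%; inconclusive means only one of the mean or replicate conditions met; inactive means mean below 8% and not both replicates reaching 8%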;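 further: cells transiently co-express mutant CFTR-F508del with the halide-sensitive YFP; corrector assay measuring rescue of mutant channel to the surface after 24 h compound exposure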
The depositor's hits bear a star; ? = inconclusive; · = not tested or not shown.

SMILES	Xi reactivation	ARNT-TACC3 inh	PAX8 inh HTS	DENV2 CPE	INS-1E GSIS act	ERp5 inh	EWS-Fli block	CFTR F508del cor
COc1ccc(/C=N/NC(=O)c2ccoc2C)cc1O	0.1	-20.3	-66.2	·	-2.6	·	·	·
CCCn1c(N)c(N(CCOC)C(=O)c2ccc(S(=O)(=O)N3CCOCC3)cc2)c(=O)[nH]c1=O	0.1	7.6	-3.0	-0.8	2.2	-1.6	-1.9	2.5
Cc1ccc(CS(=O)Cc2ccc(C(=O)N3CCN(c4ccc(F)cc4)CC3)o2)cc1 (stereo not drawn)	0.0	-1.0	25.8	-3.3	-10.2	10.6	11.2	-4.9
CN(C)CC(=O)N1[C@H](C#N)[C@@H](c2ccc(-c3cccc(C(=O)N(C)C)c3)cc2)[C@H]1CO	0.0	5.7	-29.4	-1.0	3.2	1.6	-22.1	-1.0
CC(=O)Nc1ccc(S(=O)(=O)N2CCC(=O)Nc3ccccc32)cc1	0.0	-19.0	6.8	-4.0	-3.2	-6.4	-3.5	-1.0
CO[C@@H]1CN(C)C(=O)c2ccc(NC(=O)c3ccccc3F)cc2OC[C@@H](C)N(CC2CC2)C[C@@H]1C	0.4	-2.6	·	-7.0	-7.2	14.0	0.2	-0.2
C=CC(C)(C)c1c2occc2c(O)c2ccc(=O)oc12	·	-6.5	·	3.9	·	2.8	1.9	-0.5
O=C(NCCCN1CCOCC1)c1cccc(S(=O)(=O)Nc2ccc(F)cc2)c1	0.0	-1.7	-0.6	-9.1	31.1	-6.6	6.4	2.3
CCc1cccc(CC)c1NC(=O)C[n+]1cccc(C(N)=O)c1	0.2	0.3	23.4	-4.3	2.7	20.6	13.4	-3.1
C[C@@H]1CN([C@H](C)CO)C(=O)c2cc(NS(C)(=O)=O)ccc2O[C@@H](C)CCCCO[C@H]1CN(C)Cc1ccc(C(F)(F)F)cc1	-0.3	11.9	2.3	10.1	-2.4	·	-108.4	0.7
C/C(=N\Nc1ccc2nncn2n1)c1ccccn1	-0.1	·	63.4*	-14.8	12.7	1.6	34.9	?
N#C[C@H]1[C@@H](c2ccc(-c3ccccc3F)cc2)[C@H](CO)N1C(=O)C1CCC1	0.1	13.3	-2.6	2.9	-1.8	3.9	3.1	-1.3
Nc1nc2c(C(=O)N3CCCC3)nnn2c2ccccc12	0.0	·	-179.0	8.3	22.4	2.1	-96.0	0.8
COc1cccc(NC(=O)c2cc3ccccc3o/c2=N\O)c1	0.0	-0.1	-47.6	-5.5	12.4	-0.1	-101.9	2.2
Cc1noc(C)c1S(=O)(=O)Nc1ccc2c(c1)C(=O)N([C@@H](C)CO)C[C@@H](C)[C@@H](CN(C)CC1CCCCC1)OCCCC[C@H](C)O2	0.4	1.4	-1.5	19.1	1.8	-4.4	2.4	1.8
Cc1cn([C@H]2C[C@H](O)[C@@H](CNC(=O)[C@H](N)Cc3cn(COCc4ccccc4)cn3)O2)c(=O)[nH]c1=O	0.0	·	-6.7	0.8	-0.2	2.6	3.0	-2.4
CCCCCc1ccc(C2=NNC(=O)CC2)cc1	0.0	5.6	-69.0	-7.4	-0.9	-0.3	-12.4	-3.1
CN(C(=O)Cc1c(C(=O)O)n(C)c2ccccc12)c1ccc(F)cc1	0.0	-2.5	-11.9	1.6	-11.4	2.0	8.8	-5.3
CC(=O)Nc1ccc(S(=O)(=O)Nc2ccccc2C(=O)N2CCOCC2)cc1	0.0	-63.3	-6.6	-2.8	-8.3	1.2	5.8	1.2
COc1ccc(S(=O)(=O)Nc2ccc3c(c2)CC(=O)N([C@@H](C)CO)C[C@H](C)[C@H](CN(C)C(=O)Nc2cccc4ccccc24)O3)cc1	-1.3	-4.2	4.6	2.0	-9.9	0.6	1.4	0.1
C/C=C/c1ccc([C@@H]2[C@@H](CNC(=O)CC)N(Cc3ccccn3)[C@H]2CO)cc1	0.4	11.1	-12.0	-13.1	-4.3	-9.0	-2.8	1.5
Cc1cc(C(=O)NNC(=O)c2ccc(C)c([N+](=O)[O-])c2)c(C)o1	-0.1	-1.9	·	-2.6	13.0	2.3	-2.5	0.3
O=C1NCCN1CCNc1nc(NCc2ccccc2)nc2ccsc12	0.2	·	6.1	-2.7	43.1	2.8	-4.3	-1.0
CC(=O)N1CC2(C1)[C@@H](c1ccc(-c3ccc(C#N)cc3)cc1)[C@@H](CO)N2CCC(F)(F)F	0.2	·	·	-10.9	-9.6	2.8	0.9	-0.8
O=C(N/N=C/c1ccc([N+](=O)[O-])o1)C1CCCC1	0.1	-2.3	13.7	-2.5	-6.5	-1.8	·	-2.0
O=C(NCc1ccc2c(c1)OCO2)C(=O)NCC1OCCN1S(=O)(=O)c1ccc(F)cc1 (stereo not drawn)	-0.1	-3.9	5.2	-6.3	2.1	5.3	·	1.6
COc1ccc(S(=O)(=O)N(C)CC(=O)N2CCN(C)CC2)cc1Cl	0.5	0.3	·	-10.0	-3.8	-0.4	5.8	1.7
O=C(C[C@H]1C[C@@H]2c3cc(NC(=O)C4CCC4)ccc3O[C@@H]2[C@H](CO)O1)NCc1cccnc1	0.3	·	-10.6	1.1	1.7	-14.0	-13.1	2.6
CO[C@H]1CN(C)C(=O)c2ccc(NS(C)(=O)=O)cc2OC[C@H](C)N(CCC(F)(F)F)C[C@@H]1C	0.2	-1.9	-9.8	3.3	5.7	-11.6	-13.7	0.9
Cc1cc(C(=O)NCc2ccccc2)no1	·	0.0	·	5.3	1.5	-2.1	3.6	-2.7
O=C(NCC(c1ccco1)N1CCCCC1)c1cccc(S(=O)(=O)Nc2ccc(F)cc2)c1 (stereo not drawn)	0.0	0.5	-7.0	8.3	-13.1	-3.6	0.2	2.8
COc1cc(CN2CCC(CO)(CCOc3ccccc3)CC2)cc(OC)c1	-0.2	-8.6	-25.8	·	-9.8	-4.6	-1.6	-2.4
CO[C@@H]1CN(C)C(=O)c2ccc(NC(=O)c3ccno3)cc2OC[C@@H](C)NC[C@@H]1C	0.3	·	·	0.8	-3.8	-1.5	-11.8	2.7
CO[C@H]1O[C@H](CO)[C@@H](OC(=O)Nc2ccccc2-c2ccccc2)[C@H](OC(=O)Nc2ccccc2)[C@H]1OC(=O)Nc1ccccc1	·	0.7	80.0*	-5.3	·	-2.0	9.3	-5.3
Cc1nnsc1C(=O)N1CCN(c2ccc(F)cc2)CC1	0.1	-8.8	-3.4	2.1	1.9	-4.2	6.7	1.4
O=C(C1CCCCC1)N1C[C@@H](n2cc(C3CC3)nn2)[C@H](O)C[C@@H]1c1ccc(Cl)cc1	0.0	·	-9.1	-3.3	-17.4	-4.7	-4.9	0.4
COc1ccc(CCNC(=O)c2cn(C)c3ccc(S(=O)(=O)N4CCOCC4)cc3c2=O)cc1OC	0.3	2.2	-0.6	8.8	21.8	-2.1	4.0	-2.0
CCn1c(SCc2c(F)cccc2Cl)nnc1-c1ccco1	·	-5.1	·	-3.9	3.1	-2.0	-27.1	0.5
CCOc1ccc2c(c1)OC(c1ccccc1)(C(F)(F)F)NC2=O (stereo not drawn)	0.0	-3.1	15.9	·	-2.3	·	·	·
COc1ccc(S(=O)(=O)NC(C)C(=O)N2CCCC2)cc1Cl (stereo not drawn)	0.0	-3.1	-4.9	-8.4	2.5	?	3.7	-1.9
O=C(Nc1ncccc1O)C1CCN(S(=O)(=O)c2ccc3ccccc3c2)CC1	-0.2	·	-6.2	4.9	-9.9	5.5	-3.9	-0.3
COc1cc(Cl)cc(C(=O)O)c1OCC(=O)O	0.2	2.2	16.2	2.1	-1.8	-8.6	-2.5	2.7
CC1(C)C(=O)OC(C(=O)c2ccccc2)C2(CCCCC2)C1=O (stereo not drawn)	0.1	-3.3	22.3	·	-0.3	·	·	·
CO[C@H]1CN(C)C(=O)c2ccc(NC(=O)Cc3ccccc3)cc2OC[C@H](C)N(CC2CC2)C[C@H]1C	0.3	0.6	-2.1	7.2	6.6	-1.8	-6.7	0.9
C[C@@H]1CN([C@H](C)CO)C(=O)Cc2cc(NC(=O)C3CC3)ccc2O[C@H]1CN(C)C(=O)NC1CCCCC1	-0.8	-4.9	·	7.3	4.5	-4.8	0.3	-0.5
O=C(CSc1nn(-c2ccc(F)cc2)c(=S)s1)NC1CCS(=O)(=O)C1 (stereo not drawn)	0.1	-7.6	-2.8	9.3	7.4	1.5	-4.3	·
N#CC(=C1CCCC1)c1nc(-c2cc3ccccc3oc2=O)cs1	·	0.9	·	·	3.4	?	-91.6	-0.8
C[C@@H]1CN([C@@H](C)CO)C(=O)Cc2cc(NS(=O)(=O)c3ccccc3)ccc2O[C@@H]1CN(C)S(=O)(=O)c1ccc(F)cc1	0.0	6.1	-5.3	-3.6	-17.9	·	12.1	0.8
O=C(O)CCC(=O)N1CCC(C(=O)c2cccc(Cl)c2)CC1	·	-2.0	·	3.2	58.3	-1.2	4.6	-0.6
CCOc1cc(N2CCOCC2)c(OCC)cc1NC(=O)c1ccc(S(=O)(=O)N2CC(C)OC(C)C2)cc1 (stereo not drawn)	0.3	·	-0.8	0.0	-15.3	-0.1	-3.4	-4.6
C[C@H]1CN([C@@H](C)CO)C(=O)c2cc(C#Cc3ccc(F)cc3)cnc2O[C@H]1CN(C)C(=O)c1ccccc1F	-1.1	3.3	-2.9	5.7	-17.1	6.5	-5.3	1.2
CCc1ccc(CN(C)C(=O)c2ccc3c(c2)OCCO3)cc1	0.1	-3.3	23.5	4.3	-8.7	1.4	-4.1	-2.9
C[C@H](CO)N1C[C@H](C)[C@H](CN(C)C(=O)Nc2ccc3c(c2)OCO3)Oc2ccc(N(C)C)cc2C1=O	0.9	6.6	-6.4	2.6	11.0	-3.5	-0.7	-2.0
COc1cc(CN2CCCC(CO)(Cc3cccc(Cl)c3)C2)cc(OC)c1O (stereo not drawn)	0.2	5.1	-24.9	-1.1	-7.0	3.0	9.6	1.3
Cc1ccc(S(=O)(=O)Nc2ccc3c(c2)C(=O)N([C@H](C)CO)C[C@@H](C)[C@H](CN(C)CC2CC2)OCCCC[C@@H](C)O3)cc1	0.3	11.1	10.1	1.2	-2.1	8.7	1.5	-0.3
O=C(CSc1nnc2ccccn12)Nc1ccccc1Cl	-0.1	-10.2	·	6.8	7.5	-0.4	-8.7	1.7
COc1ccc(CNC(=O)CSc2nnc(NC(=O)c3ccccc3F)s2)cc1	0.1	6.3	-30.8	14.4	18.5	3.1	-40.0	4.5
COc1ccc(-n2nc3c(c2NC(=O)c2ccc4c(c2)OCO4)CS(=O)(=O)C3)cc1	0.0	2.1	7.2	-1.1	12.5	-5.6	·	2.5
C=CCn1cc(C(=O)c2cc(Br)ccc2O)cc(C#N)c1=O	-0.1	2.1	23.0	1.5	-26.5	-1.7	18.8	-2.8
Cc1ccc(Nc2n[nH]c(=S)s2)cc1C	-0.2	·	-66.8	-0.7	-14.9	5.2	-32.3	2.4
Cc1ccc(N2C(=O)C3C4C=CC(CC4)C3C2=O)cc1Br (stereo not drawn)	0.1	6.6	11.8	3.8	-1.3	0.8	5.0	-3.8
COc1cc(/C=C/C(=O)OCC(=O)N(C)CC(=O)Nc2ccc(F)cc2)ccc1OC(F)F	0.0	-5.4	-0.3	1.1	-15.5	-5.2	11.6	2.8

Source: PubChem BioAssay (Broad Institute)
